High-throughput results: PubChem, several laboratories
eIF4E 4G PPI: eIF4E–eIF4G protein interaction inhibitors, primary screen, biochemical, uHTS, TR-FRET, eIF4GI fragment; inhibition, % at 21.7 µM; TR-FRET eIF4E-eIF4GI(517-606) binding, 2 h; actives 0.37% (n = 220,000); AID 782, 2007;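 active means inhibition above about 30%, limit read from the data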;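 further: 0% = full FRET control wells and 100% = background wells lacking eIF4GI fragment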
p97 inhibitor: inhibitors of human p97 ATPase, primary screen, biochemical. Transitional endoplasmic reticulum ATPase (Homo sapiens), P55072. recombinant p97 ATPase, Kinase-Glo ATP luminescence, 3 h. inhibition, % at 8 µM. actives 0.42% (n = 220,000); in the data active means inhibition above about 15%;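 further: 0% = DMSO vehicle and 100% = wells lacking enzyme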
FXIa inh 1536: human FXIa protease inhibitors, primary screen, biochemical, 1536-well. inhibition, % at 5 µM. actives 0.14% (n = 220,000). purified FXIa, Boc-Glu-Ala-Arg-AMC fluorogenic substrate;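 active means inhibition of at least 40%; inactive means inhibition below 40%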;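 further: fluorescence of freed AMC excited at 355 nm; 0% = enzyme without compound and 100% = no enzyme blank; many of its hits are not listed in these tables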
Rad51 HR inh: human RAD51 strand exchange inhibitors, primary screen, biochemical, fluorescence; actives 0.085% (n = 200,000); DNA repair protein RAD51 homolog 1 (Homo sapiens), Q06609; hRad51 DNA strand exchange, fluorescence dequenching; inhibition, % at 10 µM;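 active means inhibition above 40% at the single screening dose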;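 further: 0% = DMSO control wells and 100% = blanks with heterologous ssDNA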
Target sequence (Q06609 whole entry, looked up): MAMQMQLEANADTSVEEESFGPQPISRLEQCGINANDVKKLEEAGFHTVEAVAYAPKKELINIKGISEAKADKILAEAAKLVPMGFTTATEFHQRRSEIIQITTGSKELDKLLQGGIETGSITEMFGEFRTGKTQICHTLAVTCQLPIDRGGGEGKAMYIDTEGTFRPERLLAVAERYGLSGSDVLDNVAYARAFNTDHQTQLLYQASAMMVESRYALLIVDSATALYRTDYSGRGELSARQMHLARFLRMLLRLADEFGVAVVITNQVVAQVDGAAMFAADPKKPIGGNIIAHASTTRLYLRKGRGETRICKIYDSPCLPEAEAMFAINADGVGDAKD
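System: human Rad51 nucleoprotein filaments preassembled on unlabelled ssDNA. Reagent: labelled 47-mer dsDNA for strand exchange. Schedule: 30-min compound preincubation and 15-min exchange, both room temperature. Measured by: FRET fluorescence dequenching, excitation 485 nm, emission 520 nm. Read-out: Fluorescence-based percent inhibition, control- and blank-normalised. Benchmarks: plate controls and plate blanks.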
Wee1 degr inh: Wee1 degradation inhibitors, primary screen, cell-based, HeLa, Wee1K328M-luciferase, luminescence | Wee1-like protein kinase (Homo sapiens), P30291 | HeLa Luc-Wee1K328M stability; 100% = proteasome inhibitor MG132 effect | reporter increase, % at 5 µM | actives 1.2% (n = 220,000);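 active means activation above the mean of all tested compounds plus 3 SD, set per screening run, cut at about 8.8% in these data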;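 further: cells exposed to compound for 20 h before luminescence read; 0% = DMSO alone and 100% = MG132 at 30 µM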
KLK5 inh: human KLK5 protease inhibitors, primary screen, biochemical, 1536-well | recombinant hK5, fluorogenic AMC substrate cleavage | AID 873, 2007 | actives 0.59% (n = 210,000) | inhibition, % at 5 µM | Kallikrein-5 (Homo sapiens), Q9Y337;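 active means inhibition of 40% or more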;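 further: 0% = enzyme controls without compound and 100% = no-enzyme blanks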
14-3-3 Bad inh: inhibitors of 14-3-3 zeta/Bad binding, primary screen, biochemical, TR-FRET, bovine 14-3-3 zeta. 14-3-3 protein zeta/delta (Bos taurus), P63103. TR-FRET 14-3-3zeta/Dy647-pBad peptide displacement, 1 h. inhibition, % at 21.7 µM. actives 0.71% (n = 220,000). AID 781, 2007;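 active means inhibition above about 70%, limit read from the data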;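 further: 0% = full 14-3-3 plus peptide FRET controls and 100% = background without 14-3-3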
Target sequence (P63103 whole entry, looked up): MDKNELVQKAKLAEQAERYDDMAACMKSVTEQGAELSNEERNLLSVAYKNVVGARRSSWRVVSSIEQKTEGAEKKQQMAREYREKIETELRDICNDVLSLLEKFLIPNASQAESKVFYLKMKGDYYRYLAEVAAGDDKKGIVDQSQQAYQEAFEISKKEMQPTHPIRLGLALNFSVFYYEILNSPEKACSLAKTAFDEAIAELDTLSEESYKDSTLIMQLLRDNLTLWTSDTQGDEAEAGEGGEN
FXIIa inh 1536: human FXIIa protease inhibitors, primary screen, biochemical, 1536-well; inhibition, % at 5 µM; Coagulation factor XII (Homo sapiens), P00748; AID 800, 2007; purified FXIIa, Boc-QGR-AMC fluorogenic substrate, 2 h; actives 0.3% (n = 220,000); in the data active means inhibition above about 40%;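 further: 0% = enzyme with no compound and 100% = blank without enzyme; many of its hits are not listed in these tables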
Mdm2 ligase inh: MDM2-luciferase reporter signal enhancers, primary screen, MDM2 E3 ligase inhibitor project, cell-based, luminescence, 1536-well | cell-based MDM2 ubiquitination luciferase reporter, 2 h; 0 = plate control, 100 = twice control, blank-subtracted | signal enhancement, % at 5 µM | actives 0.11% (n = 210,000) | E3 ubiquitin-protein ligase Mdm2 (Homo sapiens), Q00987 | AID 1230, 2008;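 active means signal enhancement of 30% or more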;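 further: luminescence tracks abundance of the self-degrading MDM2-luciferase fusion protein; higher signal means inhibition of MDM2 E3 ligase activity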
Target sequence (Q00987 whole entry, looked up, the tested form may be a part): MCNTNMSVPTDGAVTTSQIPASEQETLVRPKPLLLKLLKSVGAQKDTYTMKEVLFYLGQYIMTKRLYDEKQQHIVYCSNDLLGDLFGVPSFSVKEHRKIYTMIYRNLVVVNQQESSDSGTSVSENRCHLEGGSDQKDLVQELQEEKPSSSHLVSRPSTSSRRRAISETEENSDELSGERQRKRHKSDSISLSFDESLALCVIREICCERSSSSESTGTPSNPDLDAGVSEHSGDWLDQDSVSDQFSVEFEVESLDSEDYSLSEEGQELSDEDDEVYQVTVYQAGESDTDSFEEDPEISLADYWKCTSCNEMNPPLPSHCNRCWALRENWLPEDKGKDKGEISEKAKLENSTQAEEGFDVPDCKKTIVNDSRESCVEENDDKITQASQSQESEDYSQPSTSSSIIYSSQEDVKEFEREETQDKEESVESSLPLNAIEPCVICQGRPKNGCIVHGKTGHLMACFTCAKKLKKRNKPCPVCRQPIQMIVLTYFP
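Buffer or medium: Cells held in DMEM | Assay system: Stable mammalian line carrying autodegrading MDM2–luciferase fusion reporter | Quantity: 2000 cells/well | Times: 4 h settle plus 2 h compound, 37 °C | Doses: One concentration, 5 µM, with 0.2% DMSO | Technique: Luminescence with SteadyLite reagent, 15 min at room temperature | Benchmarks: Plate controls and plate blanks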
* marks the source's active call; other numbers are inactive results; i = inactive; . = not tested or not shown; [ ] = another dose, or the depositor's remark. These rows are one share of the data; the hit share may differ from the screen's.

SMILES	eIF4E 4G PPI	p97 inhibitor	FXIa inh 1536	Rad51 HR inh	Wee1 degr inh	KLK5 inh	14-3-3 Bad inh	FXIIa inh 1536	Mdm2 ligase inh
CC1CCCN(c2ccc(C(=O)N3CCC4(CC3)OCCO4)cc2[N+](=O)[O-])C1 (stereo not given)	4	-1	-2	-7	-1	15	9	5	-6
CN1CCN(c2cccc3c2C(=O)c2ccccc2C3=O)CC1	-5	-2	10	-6	0	-3	10	11	-25
Clc1cccc(C2NCc3ccccc3-n3cccc32)c1 (stereo not given)	7	-6	-4	10	0	0	7	3	9
CN1CC2([N+](=O)[O-])CC=C(Cl)C([N+](=O)[O-])(C1)C2 (stereo not given)	0	2	-4	13	2	-5	-5	8	-14
Cc1cccc(C(O)(C(=O)NNC(=O)CN2CCN(C)CC2)c2cccc(C)c2)c1	8	-1	8	-6	2	-1	1	5	-19
CC(C)Oc1ccc(Cc2c(O)[nH]c(=O)[nH]c2=O)cc1	2	4	1	6	1	-5	6	16	-4
Cc1c(NC(NC(=O)CF)C(Cl)(Cl)Cl)c(=O)n(-c2ccccc2)n1C (stereo not given)	-2	5	-1	29	-1	-8	-24	7	-2
O=C1NC(=S)N(Cc2ccco2)C(=O)/C1=C\c1cccs1	70*	41*	2	-37	-3	-12	97*	5	-6
COC(=O)C1=COC(C)C2CN3CCC4(C(=O)Nc5ccccc54)C3CC12 (stereo not given)	-20	.	4	2	.	3	-3	10	-18
O=C(c1cc(=O)[nH]c2ccc(Br)cc12)N1CCC2(CC1)OCCO2	3	-4	2	-2	-1	-6	-2	15	-20
COc1ccc(-n2c(-c3ccco3)nc3ccccc3c2=O)cc1	6	1	3	2	1	7	-4	7	3
CC(=O)Nc1ccccc1C(=O)C(=O)Nc1cccc(C(=O)N2CCC3(CC2)OCCO3)c1	-2	5	2	0	1	-3	-5	1	-10
O=C1NC(=O)N(c2ccc(F)cc2)C(=O)/C1=C/c1ccc2c(c1)CCCN2Cc1ccccc1	16	3	-1	i	-1	13	47	0	-17
CC12CC[C@H]3[C@@H](CCC4(O)C[C@H](O)CCC34/C=N/NC(=O)c3ccccc3F)C1(O)CCC2C1=CC(=O)OC1 (stereo not given in full)	2	6	-1	-6	-1	1	1	1	-9
Cc1c(N)c(C)c([N+](=O)[O-])c(C)c1[N+](=O)[O-]	5	3	1	0	5	3	-3	11	0
Cc1nn(Cc2ccccc2Cl)c(C)c1C(=O)OCC(=O)N1CC(C)OC(C)C1 (stereo not given)	4	0	8	7	4	1	-7[fluorescence artefact?]	0	-16
Cc1c(C=O)c2ccccc2n1Cc1cccc(F)c1	0	-3	9	.	1	-8	2[fluorescence artefact?]	3	-2
CN(C)C(=O)Oc1ccc(Cl)c2cccnc12	-1	9	-4	2	0	1	-3	6	9
O=C1N(c2cccc(Cl)c2)C(c2cccnc2)N2CCCN12 (stereo not given)	4	5	-5	7	-1	-1	-6	0	3
CN(CC(=O)Nc1ccccc1-c1ccccc1)C1CCCCC1	2	-7	0	1	2	-4	48[fluorescence artefact?]	6	-6
OC1/C(=C/c2ccc(F)cc2)N2CCC1CC2 (stereo not given)	1	6	5	.	0	-15	6[fluorescence artefact?]	6	9
O=C(C1CC(=O)N(C2CCCCCCC2)C1)N1CCC2(CC1)OCCO2 (stereo not given)	2	-4	6	9	-1	5	4	14	0
CS(=O)(=O)N1CCCC(C(=O)N2CCC3(CC2)OCCO3)C1 (stereo not given)	-7	5	3	-5	0	5	2	15	-2
CC(=O)Nc1ccccc1OP1(=O)COc2ccccc2OC1	-16[fluorescence artefact?]	0	-19	-7	7	5	8	16	-11
CN1CCN(c2ccc(F)cc2N)CC1	0	6	-11	-4	1	-7	-10	-1	-1

Whole records, looked up by structure:
O=C(c1cc(=O)[nH]c2ccc(Br)cc12)N1CCC2(CC1)OCCO2 is listed as eIF4E 4G PPI: 3; p97 inhibitor: -4; FXIa inh 1536: 2; Rad51 HR inh: -2; Wee1 degr inh: -1; KLK5 inh: -6; 14-3-3 Bad inh: -2; FXIIa inh 1536: 15; Mdm2 ligase inh: -20
Cc1nn(Cc2ccccc2Cl)c(C)c1C(=O)OCC(=O)N1CC(C)OC(C)C1 (stereo not given) is listed as eIF4E 4G PPI: 4; p97 inhibitor: 0; FXIa inh 1536: 8; Rad51 HR inh: 7; Wee1 degr inh: 4; KLK5 inh: 1; 14-3-3 Bad inh: -7[fluorescence artefact?]; FXIIa inh 1536: 0; Mdm2 ligase inh: -16

The listing continues.
SMILES	eIF4E 4G PPI	p97 inhibitor	FXIa inh 1536	Rad51 HR inh	Wee1 degr inh	KLK5 inh	14-3-3 Bad inh	FXIIa inh 1536	Mdm2 ligase inh
Cc1cc(Cl)ccc1OCCCC(=O)NCc1cccs1	1	-1	12	-1	2	-16	-13[fluorescence artefact?]	16	-7
CCc1c(C)nc(N)nc1N1N=C1SCC(N)=O	-6	7	3	-5	0	4	8	13	-8
Cc1cc(NCCN)nc2ccccc12	-3	3	10	.	0	-18	66	18	1
NCCc1c[nH]c2ccccc12	-1	2	13	1	-2	2	-2[fluorescence artefact?]	23	19
Cc1ccccc1C(=O)NC(Oc1ccccc1)C(Cl)(Cl)Cl (stereo not given)	-4	6	6	.	4	2	-4	12	-6
COc1ccc(C(=O)C2CCCN(Cc3ccon3)C2)cc1OC (stereo not given)	-1	-2	-4	-6	5	-1	-6	5	-5
CN(C)c1ccc(/C=C2/C(=O)NC(=O)N(CCc3ccc(F)cc3)C2=O)cc1	-12	-3	6	-3	-3	-103	6[fluorescence artefact?]	4	4
COc1ccc(N2C(=O)/C(=C/C=C/c3ccccc3[N+](=O)[O-])C(=O)NC2=S)cc1	36*	5	-4	-8	-3	-10	46	-2	-19
CN1CCN(c2cn[nH]c(=O)c2Cl)CC1	-2	5	-2	-6	2	1	-6	5	3
COC(=O)C(O)(c1ccc(N(C)C(=O)OC(C)C)cc1)C(F)(F)F (stereo not given)	4[fluorescence artefact?]	1	-4	-3	0	3	11[fluorescence artefact?]	7	-13
Cn1cccc1/C=C1/C(=O)NC(=O)N(C(C)(C)C)C1=O	1	9	3	23	1	1	-3	-2	-11
COc1cc(NC(=O)CN2C3CCC2CC(O)(c2cccnc2)C3)cc(OC)c1 (stereo not given)	6[fluorescence artefact?]	-7	-5	-1	0	-12	-7	2	-23
Oc1ccc(Br)cc1CN1CCN(c2ccccc2)CC1	1[fluorescence artefact?]	0	3	-3	3	-10	-4	15	-12
COc1cccc(C(=O)C2CCCN(Cc3ccon3)C2)c1 (stereo not given)	-1	-4	-3	1	4	-2	-5	5	2
CCCN(CC#CCOc1ccc(OC)cc1)CCC	6	-1	3	0	4	-10	94*	15	2
Cc1ccsc1C(=O)C1CCCN(Cc2cnc(N)nc2)C1 (stereo not given)	6	5	8	.	9.6*	5	3	9	-24
Cc1c(C(c2ccc(O)cc2)c2c(O)c3ccccc3oc2=O)c(=O)n(-c2ccccc2)n1C (stereo not given)	18	3	5	10	4	-16	-13[fluorescence artefact?]	11	4
CCOC(=O)N(CC)c1ccc(C(O)(C(=O)OCC)C(F)(F)F)cc1 (stereo not given)	6	-2	0	4	3	-6	-3	11	-28
O=C(Cc1ccccc1)Oc1cccc(-n2cnnn2)c1	-5	5	1	-15	2	5	-6	13	10
COP(=O)(OC)C(NC(=O)/C=C/c1ccccc1)C(Cl)(Cl)Cl (stereo not given)	0	1	-6	-45	4	-13	-14	1	-8
CC(C)CNP(=S)(c1ccccc1)C(C)(C)C (stereo not given)	-1	-7	-6	9	4	-5	2	1	0
Cc1ccc(-n2c(O)c(C=NCC3CCCO3)c(=O)[nH]c2=O)c(C)c1 (stereo not given)	-1	4	3	.	-2	3	5	8	-18
O=c1[nH]c(=O)n(Cc2ccco2)c(O)c1C=NCCN1CCOCC1	-8	0	4	-16	0	-32	-13[fluorescence artefact?]	5	-12
CC(=O)N1N=C(c2cccnc2)OC1c1ccccc1Cl (stereo not given)	1	8	-3	.	1	1	-1	5	-4
O=C(Nc1ccc(Cl)cc1C(=O)c1ccccc1Cl)c1ccco1	-10	3	-3	.	1	4	0	-3	-11
Cc1ccsc1C(=O)C1CCCN(Cc2cccc(OCCO)c2)C1 (stereo not given)	0	-10	-3	-5	-3	4	8	6	-11
CC1CN=C(Nc2cccc3ccccc23)S1 (stereo not given)	10	-3	-2	-2	-2	2	1	8	-16
CCOc1ccc(NC(=O)c2c(C)nn(Cc3ccccc3)c2Cl)cc1	2	3	6	-5	-1	-3	1[fluorescence artefact?]	7	-15

Grouped by structure, the compounds so far containing fluorine
SMILES	eIF4E 4G PPI	p97 inhibitor	FXIa inh 1536	Rad51 HR inh	Wee1 degr inh	KLK5 inh	14-3-3 Bad inh	FXIIa inh 1536	Mdm2 ligase inh
Cc1c(NC(NC(=O)CF)C(Cl)(Cl)Cl)c(=O)n(-c2ccccc2)n1C (stereo not given)	-2	5	-1	29	-1	-8	-24	7	-2
O=C1NC(=O)N(c2ccc(F)cc2)C(=O)/C1=C/c1ccc2c(c1)CCCN2Cc1ccccc1	16	3	-1	i	-1	13	47	0	-17
CC12CC[C@H]3[C@@H](CCC4(O)C[C@H](O)CCC34/C=N/NC(=O)c3ccccc3F)C1(O)CCC2C1=CC(=O)OC1 (stereo not given in full)	2	6	-1	-6	-1	1	1	1	-9
Cc1c(C=O)c2ccccc2n1Cc1cccc(F)c1	0	-3	9	.	1	-8	2[fluorescence artefact?]	3	-2
OC1/C(=C/c2ccc(F)cc2)N2CCC1CC2 (stereo not given)	1	6	5	.	0	-15	6[fluorescence artefact?]	6	9
CN1CCN(c2ccc(F)cc2N)CC1	0	6	-11	-4	1	-7	-10	-1	-1
CN(C)c1ccc(/C=C2/C(=O)NC(=O)N(CCc3ccc(F)cc3)C2=O)cc1	-12	-3	6	-3	-3	-103	6[fluorescence artefact?]	4	4
COC(=O)C(O)(c1ccc(N(C)C(=O)OC(C)C)cc1)C(F)(F)F (stereo not given)	4[fluorescence artefact?]	1	-4	-3	0	3	11[fluorescence artefact?]	7	-13
CCOC(=O)N(CC)c1ccc(C(O)(C(=O)OCC)C(F)(F)F)cc1 (stereo not given)	6	-2	0	4	3	-6	-3	11	-28
